Screening data: PubChem, NCI
mec2-1 = NCI yeast anticancer drug screen, S. cerevisiae mec2-1 strain; growth inhibition, % at 50 µM; hit rate 9% among 79,000;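 note: 0% = growth of vehicle-only cultures of the same strain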
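Growth inhibition is read against vehicle-treated controls after compound exposure of the mec2-1 yeast strain, which is defective in DNA damage repair or cell cycle control.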
bub3 = NCI yeast anticancer drug screen, S. cerevisiae bub3 mutant strain | % growth inhibition at 50 µM | hit rate 9.9% among 78,000 | AID 167;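 note: 0% = growth of vehicle-only cultures of the same strain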
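Growth of a checkpoint-deficient yeast mutant is measured after compound exposure. Values represent inhibition relative to vehicle.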
yeast cln2 rad14 = NCI yeast anticancer drug screen, S. cerevisiae cln2 rad14 strain. growth inhibition, % at 50 µM. hit rate 8.3% among 78,000;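 note: 0% = growth of vehicle-only cultures of the same strain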
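The screen exposed genetically defined yeast (cln2 rad14) to test compounds and scored growth inhibition relative to vehicle-treated controls.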
yeast mlh1 rad18 = NCI yeast anticancer drug screen, S. cerevisiae mlh1 rad18 strain; AID 175; hit rate 11% among 79,000; % growth inhibition at 50 µM;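 note: 0% = growth of vehicle-only cultures of the same strain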
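Yeast w/ defined DNA-repair lesions; compound exposure; growth vs vehicle controls → % inhibition.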
rad50 = NCI yeast anticancer drug screen, S. cerevisiae rad50 strain. % growth inhibition at 50 µM. hit rate 10% among 79,000;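 note: 0% = growth of vehicle-only cultures of the same strain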
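Growth of the mutant yeast was measured after compound exposure and referenced to vehicle-treated cultures.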
yeast sgs1 mgt1 = NCI yeast anticancer drug screen, S. cerevisiae sgs1 mgt1 strain; growth inhibition, % at 50 µM; hit rate 10% among 78,000; AID 161;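 note: 0% = growth of vehicle-only cultures of the same strain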
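Mutant yeast exposed to compound; growth scored against vehicle-only wells.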
Starred values were filed as active, the others as inactive; x = not tested or not shown; & = joins results of further samples; ! = repeats disagree. Cut-off read from the data, not from the text of the source: active = growth inhibition above about 70%; inactive = the rest.

Values run as follows: mec2-1, bub3, yeast cln2 rad14, yeast mlh1 rad18, rad50, yeast sgs1 mgt1
(1) Cc1ccc(C2=C(c3ccccc3)C(O)(c3ccccc3)C(c3ccccc3)=C2c2ccc(C)cc2)cc1
  -20, 14, 16, -13, -2, -32
(2) CCC1CCCCN1C(=S)N/N=C(\C)c1ccccn1 (centres undefined)
  94*, 90*, 92*, 91*, 91*, 90*
(3) CC(C)(C)c1ccc2c(c1)C(C)(C)CCC2(C)C
  1, 8, -53, 19, 13, 3
(4) c1ccc(-c2cnc3ccccc3c2)cc1
  56&57, 64&46, -17&-14, 45&55, 70*!, 50&62
(5) O/N=C/c1ccco1
  -10, -7, -1, 16, 1, 8
(6) Cn1c(=O)n(-c2ccccc2)c(=O)c2ccccc21
  -13, 9, -11, 7, -26, -1
(7) C=C(C)C(=O)Nc1ccc2nn(-c3ccccc3O)nc2c1
  -25, -14, 8, 5, -25, 2
(8) O=C1NC(C2CC3C=CC2C3)Nc2ccccc21 (centres undefined)
  1, x, x, 3, 7, x
(9) CO/C=C/CCCO
  -16, -4, 8, -10, -15, -15
(10) CC(=O)OCCOCCOCCOC(C)=O
  7, -5, 33, -21, -8, -12
(11) O=C1CCCCCCCCCCC1Sc1ccccc1 (centres undefined)
  -37, 7, 3, -29, -23, -7
(12) O=C(Cc1ccccc1)N=Nc1c(O)[nH]c2ccccc12
  -6, -6, -15, -48, 3, -9
(13) O=C(Cc1ccccc1)NC/C=N/O
  -20, -43, -2, -5, 26, 10
(14) CC(=O)Sc1ccc2c(c1)-c1ccccc1C2=O
  27, 40, 8, 17, 29, 22
(15) CCNN(CC)C(N)=O
  -5, -13, 8, -1, 5, 0

The last 6 compounds of the part above are carried over, then new ones follow:
Values run as follows: mec2-1, bub3, yeast cln2 rad14, yeast mlh1 rad18, rad50, yeast sgs1 mgt1
(10) CC(=O)OCCOCCOCCOC(C)=O
  7, -5, 33, -21, -8, -12
(11) O=C1CCCCCCCCCCC1Sc1ccccc1 (centres undefined)
  -37, 7, 3, -29, -23, -7
(12) O=C(Cc1ccccc1)N=Nc1c(O)[nH]c2ccccc12
  -6, -6, -15, -48, 3, -9
(13) O=C(Cc1ccccc1)NC/C=N/O
  -20, -43, -2, -5, 26, 10
(14) CC(=O)Sc1ccc2c(c1)-c1ccccc1C2=O
  27, 40, 8, 17, 29, 22
(15) CCNN(CC)C(N)=O
  -5, -13, 8, -1, 5, 0
(16) Cc1ccc(N(C(=O)Nc2ccccc2)C2=NCC(C)S2)cc1C (centres undefined)
  -18, 39, 2, -40, -30, -37
(17) COc1cccc2c1C(=O)c1c(O)c3c(c(O)c1C2=O)C[C@@](O)(C(=O)CO)C[C@@H]3OC1CC(N)C(O)C(C)O1 (some centres undefined)
  94*!, 89*!, 92*!, 90*!, 95*!, 88*!
(18) N#C/C(=C\c1cc(Cl)cc(Cl)c1O)c1ccc([N+](=O)[O-])cc1
  12, 49, 16, 12, 10, 30
(19) CCN(CC)CCOc1ccc(-c2nc3cc(Cl)ccc3s2)cc1
  36, 86*, 48, 83*, 75*, 91*
(20) Cc1cccc(C)c1N=O
  -15, 1, 23, -16, -6, -7
(21) O=[N+]([O-])c1ccc2nc(-c3ccccc3[N+](=O)[O-])[nH]c2c1
  1, -7, -50, -5, 0, 2
(22) O=C(O)c1ccc2c(c1)CC1(C2)Cc2cc3c(cc2C1=O)CCC3 (centres undefined)
  84*, 82*, 83*, 80*, 84*, 80*
(23) O=C1c2ccccc2C(=O)N1CCN1C(=O)c2ccccc2C1=O
  6, 5, 5, -13, 13, 33
(24) COC(=O)Nc1cccc(Cl)c1OC
  -21, 4, 2, -7, 9, 0
(25) Oc1nc(-c2ccccc2)sc1-c1ccccc1
  17, -11, -24, -9, -6, 0
(26) COc1ccc(C2OC3=C(Nc4ccccc4N3)C2=O)cc1 (centres undefined)
  6, -14, 14, 46, 20, 27
(27) CC1=CC(=O)c2cccc(NC3=NCCO3)c21
  -21, -2, -29, -29, -31, -3
(28) Nc1ncc2[nH]c(=S)[nH]c2n1
  -16, -16, -40, -13, -11, -11
(29) CC1(C)N=C(N)N=C(N)N1c1ccc(Cl)cc1
  3, 4, -20, 36, 20, 0
(30) Cc1ccccc1C1=C(CC(=O)O)c2ccccc2CC1C (centres undefined)
  100*, 99*, 99*, 99*, 99*, 100*
(31) COc1ccc(C(C#N)NC23CC4CC(CC(C4)C2)C3)cc1 (centres undefined)
  -20, -34, 10, -61, -1, -25
(32) CC(=O)NC1C(OCC(=O)NCCNc2ccc([N+](=O)[O-])c3[nH]c4ccccc4c(=O)c23)C(O)C(CO)OC1(C)OCc1ccccc1 (centres undefined)
  -40, -18, 9, -3, -4, -26
(33) Nc1ncnc(N)c1NC(=O)c1ccc(C(=O)c2cccc([N+](=O)[O-])c2)cc1
  -5, 0, -12, 11, 7, -3
(34) COc1ccc(/C=C2\SC(=S)N(/C=C/c3nc4ccccc4[nH]c3=O)C2=O)cc1OC
  68, 70*, 32, 62, 57, 87*
(35) c1ccc(CNc2ncnc3c2ncn3Cc2ccccc2)cc1
  -15, 3, 10, 3, 17, -5
(36) COc1cc([N+](=O)[O-])c2ncccc2c1O
  30, 16, -1, 53, 57, 36
(37) Oc1ccc2c(c1O)/C(=C/C=NCC1(O)OCC(O)C(O)C1O)C=N2 (centres undefined)
  67, 48, 84*, 77*, 67, 88*
(38) Cc1cc(Cc2cccc[n+]2[O-])c2ccccc2n1
  1, -2, -38, -1, -4, -8
(39) CC(=O)NCCNC(C)=O
  -10, 2, -33, -5, -1, -25
(40) C/C(=C1\C(=O)Nc2ccccc21)c1cccnc1
  -9, -10, 11, -8, -8, -10
(41) CC1(C)CC[C@]2(C(=O)O)CC[C@]3(C)C(=CC[C@@H]4[C@@]5(C)CC[C@H](OC6OC(CO)C(O)C(O)C6OC6OC(CO)C(O)C(O)C6O)C(C)(C)[C@@H]5CC[C@]43C)[C@@H]2C1 (some centres undefined)
  87*, 84*, 86*, 83*, 87*, 87*
(42) Cc1nn(C(=O)c2ccccc2O)c2c1C(c1ccco1)SC(N)=N2 (centres undefined)
  39, 69, 44, 59, 67, 57
(43) C(/C=C/c1ccccc1)=C1SCCCS1
  -8, -2, -19, -5, 1, -5
(44) O=C1CCCCC1N1CCCCC1 (centres undefined)
  -15, -1, 3, 0, -5, 11
(45) Cc1cc(C)c(/C=C/c2c(C)cc(C)cc2C)c(C)c1
  -13, -4, -26, 0, 9, 4
(46) CC(C)OC(=S)SSSC(=S)OC(C)C
  99*, 100*, 68, 96*, 100*, 100*
(47) CC1(C)CC(=O)C(CC2C(=O)CCCC2=O)C(=O)C1
  6, 17, 4, -8, 30, 5
(48) CCOC(=O)/C=C(\Cl)C(=O)OCC
  -2, -14, -24, -6, 6, -2
(49) Cc1ccc2nc(C)cn2c1
  8, 11, 14, 2, 0, -1
(50) COc1c(C)cc(-c2cc(C)c(OC)c(C)c2)cc1C
  8, -9, 9, -4, -3, 2
(51) COc1ccc(S(=O)(=O)O)c2ccccc12
  1, -5, 18, 4, 13, 22
(52) COC1OC(CN)C(O)C(O)C1O (centres undefined)
  12, 6, 28, 43, 0, 2
(53) CCCCCCCCCCCc1cc(=O)n(-c2ccccc2)n1C
  99*, 99*, 98*, 99*, 99*, 99*
(54) CCN(CC)C(=O)Nc1ccccc1C
  -9, -9, -12, 1, -18, 1
(55) NS(=O)(=O)c1ccc(NC(=S)/N=C/C2=C(O)c3ccccc3C2=O)cc1
  -20, 22, 21, -40, -40, -12
(56) COC1OC(C(C)Br)C2OC(C)(C)OC12 (centres undefined)
  21, 10, -6, 27, 7, 4
(57) CCN(C)N=Nc1ccc(C(N)=O)cc1
  -7, -1, -12, -42, -4, 2
(58) CC(NC(C)c1ccccc1)c1ccccc1 (centres undefined)
  0, 3, -7, -1, 6, -6
(59) Cc1cccc(NC(=O)COc2c(C)cc(Cl)cc2Cl)c1
  16, 38, 0, 15, 24, 38
(60) CC(C)(C)OC(=O)N1CCCC1C(=O)NC(c1ccccc1)c1ccccc1 (centres undefined)
  -57, -13, -19, -40, -35, -38
(61) CC1=C(C(=O)Nc2ccccc2C)C(c2ccccc2F)C(C(=O)Nc2ccccc2C)=C(C)N1
  42, 20, -23, 48, 30, 7
(62) C(=C\c1cccs1)/c1ccnnc1
  -6, -11, -19, -6, 3, -8
(63) COc1ccc(NC(=S)c2ccoc2C)cc1CC(=O)OC(C)C
  18, 38, 13, -19, 17, 49
(64) Cc1cc2c(c([N+](=O)[O-])c1C)C(=O)C(Br)=C(N)C2=O
  98*, 94*, 98*, 98*, 93*, 99*
(65) C/C(=N\NC(N)=S)c1ccccc1
  32, -1, -16, 70, 29, 37
(66) COc1cc(N=Nc2ccccc2)cc(/C=N/NC(N)=S)c1O
  67, 58, 79*, 91*, 74*, 89*
(67) O=S(=O)(/N=[N+](\[O-])c1ccccc1)c1ccccc1
  14, 13, 14, 58, 20, 30
(68) COC(c1ccccc1)(c1ccccc1)c1cc(NS(=O)(=O)c2ccccc2)ccc1NS(=O)(=O)c1ccccc1
  4, -5, -17, 8, 14, 13
(69) CNn1c(-c2ccccc2)n[nH]c1=O
  3, 6, 26, 19, 7, 11
(70) COC(=O)c1ncn(C(C(=O)OC)C(=O)OC)c1O
  -7, -5, -14, -11, -6, -5
(71) Cc1cc(NS(=O)(=O)c2ccc(Nc3c4ccccc4nc4c(C(=O)NCCN(C)C)cccc34)cc2)no1
  3, -23, 12, -15, -38, -41
(72) O=C(O)c1ccc(N2CCOCC2)cc1
  -14, -9, -16, 7, -20, -15
(73) CCC(CC)C(=O)NC(=O)NC(N)=O
  1, 7, -5, -4, 3, 3
(74) CC(=O)Nc1ccc(N=NN(C)c2ccccc2)cc1
  36, 20, 5, 44, 29, 47
(75) CC(=O)NS(=O)(=O)c1ccc(N=Cc2cc(Cl)cc(Cl)c2O)cc1
  92*, 91*, 88*, 88*, 83*, 44

Next section.
Values run as follows: mec2-1, bub3, yeast cln2 rad14, yeast mlh1 rad18, rad50, yeast sgs1 mgt1
(76) CCN(CC)CCn1c2nc3ccccc3c-2nc2cc(OC)c(OC)cc21
  12, -2, 6, 16, 20, 5
(77) [N-]=[N+]=NC(=O)Nc1cccc(C(F)(F)F)c1
  99*, 98*, 98*, 99*, 99*, 98*
(78) N#C/C(=C1\OC(=N)C(c2ccc(Cl)cc2Cl)C1=O)c1ccc(Cl)cc1Cl (centres undefined)
  -1, 63, 7, 14, 26, -6
(79) N=C(N)CCCCCCCCC(=N)N
  -15, -13, -7, -28, 16, -13
(80) Cn1c(=O)c2[nH]c(C(C)(C)O)nc2n(C)c1=O
  2, -4, -6, -8, 12, 8
(81) COC(=O)c1ccc(NC(=O)O/N=C(\Cl)C(C)C)cc1
  -21, 34, 9, 1, -22, 60
(82) Cc1cnc2cc(Cl)ccc2c1SCC(=O)O
  -40, -37, -24, 1, 4, -43
(83) Clc1nc2n(c1/C=C/c1cccs1)CCS2
  23, 21, 14, 59, 28, 56
(84) CN(C)CCCNC(=O)CCNC(=O)c1cc(NC(=O)c2cc(NC(=O)c3cc(NC(=O)c4nc(NC(=O)CCCNC(=O)c5cc(NC(=O)c6cc(NC(=O)c7cc(NC(=O)c8nccn8C)cn7C)cn6C)cn5C)cn4C)cn3C)cn2C)cn1C
  -32, 15, 29, -46, -17, 23
(85) COc1cc(OC)c(-c2nc3ccccc3c(=O)o2)cc1OC
  1, -1, 1, 8, 5, -4
(86) O=C(Nc1cc(NC(=O)n2nnc3ccccc32)c(Br)cc1Br)n1nnc2ccccc21
  25, 2, 24, 28, 51, 27
(87) CCOC(=O)N/N=C/c1ccc[nH]1
  -5, -6, -11, -16, -26, -7
(88) Cc1cc(N2C(=O)CSC2=S)c([N+](=O)[O-])cc1C
  100*, 99*, 99*, 99*, 99*, 99*
(89) C=C(Br)CN(C)CCO
  20, -1, -6, -19, -1, 5
(90) Nc1ccccc1-c1nc2ccccc2[nH]c1=O
  -12, -2, 23, -13, -7, -5
(91) COc1ccc(OC)c(/C=C(/C#N)C(N)=O)c1
  49, 24, -26, 36, 45, 38
